GPR55 LPI antagonism = GPR55 antagonists blocking LPI-driven arrestin recruitment, primary screen, imaging, U2OS, beta-arrestin-GFP, LPI agonist (AID 2013). inhibition, % at 10 µM; hits with a dose series show IC50 in µM. U2OS GPR55 beta-arrestin-GFP translocation imaging, LPI antagonism; higher % means a stronger effect. 290,000 tested, 0.13% active;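 active = spots per cell inhibited over 60%, with over 100 cells counted and total cytoplasm intensity under 500,000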;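 note: U2OS cells stably carrying GPR55 and arrestin-GFP stimulated by 5 µM LPI near EC80; imaged beta-arrestin-GFP aggregate spots per cell after agonist stimulation; plate controls were LPI-stimulated DMSO wells for no effect and DMSO wells without LPI for full effect; some results filed as inactive read as strong as hits; confirmed hits need IC50 under 10 µM and bright autofluorescent wells are also inconclusive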
MgcRacGAP inhibition = MgcRacGAP GTPase-activating activity inhibitors, confirmation, biochemical, ADP Hunter fluorescence; 340,000 tested, 0.6% active; MgcRacGAP-stimulated Rac1 GTP hydrolysis, ADP Hunter fluorescence; higher % means a stronger effect; GST-tagged Rac1 F28L mutant substrate; inhibition, % at 30 µM, or IC50 in µM where a hit was titrated;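 active = first-screen hits whose inhibition reached a set limit at any dose in the follow-up dose series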;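 note: fluorescence reports GDP produced by GAP-driven GTP hydrolysis; strong numbers were not always called active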
GPR35 arrestin U2OS = inhibition of zaprinast-stimulated GPR35 beta-arrestin translocation – imaging, U2OS, beta-arrestin-GFP, zaprinast agonist, primary screen (AID 2058). U2OS GPR35 beta-arrestin-GFP translocation imaging, zaprinast antagonism; higher % means a stronger effect. inhibition, % at 10 µM, or IC50 in µM where a hit was titrated. 290,000 tested, 0.052% active;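 active = inhibition of at least 50% with at least 30 cells and total cytoplasm GFP at most 10,000,000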
KOR beta-arrestin-1 = KOR antagonists, beta-arrestin recruitment, cell-based, luminescence, uHTS (AID 1778); KOR beta-arrestin recruitment, luminescence, antagonist mode; higher % means a stronger effect; one-dose inhibition, % at 10 µM; IC50 in µM for titrated hits; 290,000 tested, 0.091% active; in the data active = inhibition above about 50%; note: strong numbers were not always called active
NOD1 NF-kB reporter = inhibition of NOD1-driven NF-kB reporter – cell-based, luminescence, uHTS, primary screen (AID 1578). NOD1-driven NF-kB luciferase reporter cells, luminescence; higher % means a stronger effect. 290,000 tested, 1% active. inhibition, % at 4 µM, or EC50 in µM where a hit was titrated; in the data active = inhibition mostly above about 36%, no sharp cut-off; inactive = mostly below about 34%;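 note: HEK-293T reporter cells stimulated with the NOD1 agonist gamma-tri-DAP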
NTR1 ag = NTR1-driven beta-arrestin-GFP spot formation – imaging, U2OS cells, high content, primary screen (AID 493036) | P30989 | agonist mode | activation, % at 20 µM | 330,000 tested, 0.17% active;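 active = activation at or above 40% of the spot to cytoplasm intensity ratio, with at least 20 cells analyzed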;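 note: 0% = DMSO without peptide and 100% = 100 nM NTR1 peptide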
Target sequence (P30989 whole entry, looked up): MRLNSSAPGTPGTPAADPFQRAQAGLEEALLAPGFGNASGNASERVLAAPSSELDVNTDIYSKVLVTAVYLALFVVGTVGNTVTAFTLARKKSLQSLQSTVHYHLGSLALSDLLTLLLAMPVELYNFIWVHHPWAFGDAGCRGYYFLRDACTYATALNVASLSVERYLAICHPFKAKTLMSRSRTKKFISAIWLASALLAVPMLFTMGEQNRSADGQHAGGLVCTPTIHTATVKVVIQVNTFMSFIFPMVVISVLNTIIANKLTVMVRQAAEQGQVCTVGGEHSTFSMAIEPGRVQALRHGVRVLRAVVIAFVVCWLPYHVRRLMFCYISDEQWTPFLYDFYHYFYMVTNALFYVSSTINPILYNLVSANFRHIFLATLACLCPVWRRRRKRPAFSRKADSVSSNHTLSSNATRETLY
KOR beta-arrestin-2 = KOR agonists, beta-arrestin recruitment, primary screen, cell-based, luminescence, uHTS (AID 1777) | KOR beta-arrestin recruitment, luminescence; higher % means a stronger effect | 280,000 tested, 0.02% active | activation, % at 10 µM; hits with a dose series show EC50 in µM; in the data active = activation above about 50%, passing the limit was not always enough; note: a part of the inactive calls stands beside numbers as strong as those of hits
GPR55 activation = GPR55 agonists via beta-arrestin recruitment, primary screen, imaging, U2OS cells, beta-arrestin-GFP redistribution (AID 1961) | U2OS GPR55 beta-arrestin-GFP redistribution imaging; higher % means a stronger effect | activation, % at 10 µM; hits with a dose series show EC50 in µM | 290,000 tested, 0.048% active;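 active = activation above 40% with more than 50 cells counted in the well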;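 note: U2OS osteosarcoma cells stably expressing GPR55 and beta-arrestin-GFP; plate controls were DMSO negative control for no effect and LPI positive control for full effect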
UTI89 phage lysis = inhibition of K1F phage lysis, E. coli UTI89, bacterial capsule biogenesis inhibitors, alamar blue (AID 488966) | E. coli UTI89 K1F phage lysis, alamar blue, 2 h; higher % means a stronger effect | one-dose inhibition, % at 100 µM; IC50 in µM for titrated hits | 340,000 tested, 0.02% active;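 active = phage lysis inhibition, versus mean bacterial control, above a set limit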;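 note: capsule biogenesis inhibitors block K1F phage lysis so surviving cells raise fluorescence; higher fluorescence means more inhibition of phage lysis; actives were called in the ten point dose series up to 300 µM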
NTR1 ag cell count 20 µM = further read-out of NTR1 ag, marked with its call; cell count; measured here: cell count, cytotoxicity flag
* marks the source's active call; other numbers are inactive results; / = not tested or not shown; [ ] = dose if it differs, or a comment. Not all compounds are listed, so the mix of outcomes need not match the whole.

SMILES	GPR55 LPI antagonism	MgcRacGAP inhibition	GPR35 arrestin U2OS	KOR beta-arrestin-1	NOD1 NF-kB reporter	NTR1 ag	NTR1 ag cell count 20 µM	KOR beta-arrestin-2	GPR55 activation	UTI89 phage lysis
COc1ccc(N2CCN(C(=O)c3cn(CC4CCCCC4)nn3)CC2)cc1	-1%	3%	3%	-27%	-40%	1.1	49	0.7%	0.0%	0.0%
Cc1nc2cc(NC(=O)NC(C)(C)C)ccc2n1C	3%	0%	11%	-26%[20 µM]	-35%	-0.1	70	/	-0.1%	0.3%
COc1ccc(C(=O)Nc2ccc(C(F)(F)F)n(C)c2=O)cc1	-11%	0%	2%	-17%	-34%	-2.6	78	-1.0%	0.0%	0.3%
Cc1ccc2nc(-c3ccccn3)cc(C(=O)Nc3ccc4c(c3)OCO4)c2c1	2%	-10%	-12%	-499%[20 µM]	18%	10	49	3.5%	-0.1%	-0.1%
COc1ccc(C(CC(=O)O)N2C(=O)CCC2=O)cc1 (stereo not drawn)	7%	/	18%	4%	1%	1.2	73	-2.2%	-0.1%	-0.1%
Cn1cc(CNC(=O)c2cc(-c3ccc(Br)cc3)nc3ccccc23)cn1	4%	8%	-5%	21%	-20%	-0.7	57	-0.7%	-1.2%	0.3%
Cc1n(N)c2ccccc2[n+]1CC(=O)c1ccccc1	17%	8%	11%	-25%[20 µM]	-36%	1.1	37	/	0.2%	0.4%
Cc1ccc(C)c(S(=O)(=O)N/N=C/c2ccc(N3CCOCC3)cc2)c1	4%	20%	2%	18%	-2%	0.3	51	-4.6%	-0.1%	0.2%
CC(=O)N1CCC(C(=O)Nc2ccc(S(=O)(=O)NCCc3ccccc3)cc2)CC1	9%	8%	3%	-41%[20 µM]	10%	1.6	53	3.6%	0.3%	0.3%
Cc1ccc(-n2c(C)cc(C(=O)Cn3nc(C(=O)O)c4ccccc4c3=O)c2C)cc1	5%	8%	8%	3%	1%	0.9	73	-4.3%	-0.2%	0.2%
CCCOc1ccccc1C(=O)NCCCC(=O)O	11%	0%	16%	-30%	17%	-0.2	52	-3.3%	-0.2%	5.0%
O=C(CCC1CCCN(C(=O)COc2ccccc2)C1)N1CCN(c2ccccn2)CC1 (stereo not drawn)	-5%	4%	9%	8%	-38%	0.3	31	-0.3%	-0.2%	0.2%
COc1ccc(-c2nc(CN3CCC(C(=O)N4CCOCC4)CC3)c(C)o2)cc1C	9%	7%	13%	-19%	0%	-1.0	65	-6.5%	-0.1%	0.0%
O=C(NC12CC3CC(CC(C3)C1)C2)c1ccc([N+](=O)[O-])o1	1%	13%	1%	-30%	41%	20	59	6.5%	-0.1%	0.2%
CN(C)S(=O)(=O)c1ccc(N2CCOCC2)c(C(=O)O)c1	3%	9%	3%	-46%	-8%	0.2	80	0.4%	0.0%	0.3%
O=C(Oc1oc(-c2ccco2)nc1C=Nc1ccccc1)c1ccoc1	-6%	-3%	-11%	10%	48%	1.9	31	4.0%	0.3%	0.0%
O=C(NN1CC(=O)N(c2cc(Cl)cc(Cl)c2)CC1=O)c1cccs1	7%	-1%	-13%	17%	-1%	1.7	33	0.4%	0.0%	-0.2%
O=C(Nc1ncc2c(n1)-c1ccccc1CC2)C1CC1	6%	-6%	-18%	9%	-25%	-0.8	94	-8.3%	-0.3%	-0.2%
CCOC(=O)c1c(C)nc2ccc(Cl)cc2c1-c1ccccc1	8%	8%	-1%	-2%	2%	6.2	48	5.1%	0.2%	1.2%
CCOC(=O)c1c(-c2ccc(Cl)cc2)c(C#N)c(=O)n(N)c1N	7%	3%	13%	22%	-41%	3.4	36	-0.5%	-0.3%	0.1%
C/C(=N\NC(=O)C1CC1)c1ccc(OC(F)F)cc1	-7%	4%	3%	6%	-7%	-0.8	45	-1.5%	0.2%	0.3%
O=C(NCc1ccccc1)C1CCCN(C(=O)Nc2ccccc2)C1 (stereo not drawn)	12%	6%	10%	11%	-33%	1.3	62	-3.4%	0.2%	0.6%
Cc1[nH]c2ccccc2c1C(=O)CSc1nccc(=O)[nH]1	5%	6%	-11%	-8%	-5%	0.4	57	/	-0.3%	-0.2%
CCOc1ccccc1NC(=O)c1ccc(C(=O)Nc2ccccc2OCC)nc1	1%	10%	-2%	-236%[20 µM]	-24%	-0.8	45	35%	0.5%	-0.1%
CS(=O)(=O)Nc1ccc(C2=NN(S(C)(=O)=O)C(c3ccc4nccnc4c3)C2)cc1 (stereo not drawn)	16%	4%	9%	-22%[20 µM]	-43%	-0.9	54	/	0.4%	0.5%
COc1ccc(C(=O)c2ccsc2N)cc1	3%	23%	-11%	9%	-12%	-0.8	84	-4.3%	-0.3%	0.1%
CCOc1ccc2nc(SCC(=O)NCc3ccc(S(N)(=O)=O)cc3)[nH]c2c1	3%	-1%	7%	1%	-17%	1.4	78	-5.9%	-0.2%	-0.1%
COc1ccccc1Nc1nn2c(=O)c3ccc(C(=O)N4CCC(C)CC4)cc3nc2s1	4%	8%	-20%	-23%	-27%	6.6	53	-3.0%	-0.2%	0.5%
Cc1ccc(NC(=O)CSC2=C(C#N)C(c3ccc4c(c3)OCO4)C3=C(CCCC3=O)N2)c(C)c1 (stereo not drawn)	9%	4%	4%	-32%	-3%	1.0	73	-3.4%	-0.3%	0.4%
COc1ccc(/C(O)=C2\C(=O)C(=O)N(CCN(C)C)C2c2cc(OC)c(OC)c(OC)c2)c(C)c1 (stereo not drawn)	8%	16%	0%	-65%	0%	-0.2	49	-2.0%	0.2%	0.6%
Cc1ccc(S(=O)(=O)N(CC(=O)N/N=C/c2cccc3c2OCCO3)c2ccccc2F)cc1	7%	10%	-7%	-21%	18%	3.4	50	-6.0%	-0.1%	0.6%
O=C(N/N=C/C(Br)=C/c1ccccc1)c1ccccc1F	16%	-2%	2%	1%	15%	4.9	62	2.2%	-0.2%	-0.3%
C#CCOCCOCCOCCNc1nc(N2CCN(C(=O)[C@H]([C@@H](C)CC)n3cc([C@@H](N)CC(C)C)nn3)CC2)nc(N2CCN(C(=O)[C@H]([C@@H](C)CC)n3cc([C@@H](N)CC(C)C)nn3)CC2)n1	12%	10%	-11%	15%	-27%	1.1	55	6.4%	0.1%	0.8%
CC1CN(C(=O)Nc2cccc(C(F)(F)F)c2)CC(C)O1 (stereo not drawn)	-5%	1%	-2%	13%	-18%	-0.7	34	-3.3%	0.0%	-0.7%
CCN1C=C(C(=O)OC)C(c2cccc(C)c2)C(C(=O)OC)=C1	-1%	-9%	7%	20%	-7%	-2.4	86	-3.0%	-0.3%	-0.6%
c1ccc(-c2cc3c(N4CCN(c5ccccc5)CC4)ncnc3s2)cc1	5%	4%	7%	-19%	9%	4.8	48	0.2%	-0.3%	0.8%
Cc1ccc2nc(N3C(=O)CNC3=S)sc2c1	15%	/	-2%	46%	-2%	4.0	44	-7.7%	0.6%	/
CCOC(=O)C1CCN(S(=O)(=O)c2ccc3[nH]c(=O)ccc3c2)CC1	-10%	8%	-8%	-1%[20 µM]	10%	0.2	70	-5.0%	-0.1%	-0.4%
Cc1cccc(C(C)C)c1NC(=O)COC(=O)CCN1C(=O)C2CC=CCC2C1=O (stereo not drawn)	-4%	-9%	-8%	4%	9%	-1.2	52	0.1%	-0.1%	-0.2%
COc1ccc(/C(O)=C/C(=O)C(=O)NNC(=O)c2ccccc2)cc1	-8%	6%	-2%	-1%	-5%	0.3	95	-1.3%	0.0%	0.6%
CN1CCCc2cc(C=O)ccc21	7%	7%	5%	-46%	-3%	-2.1	44	22%	0.2%	1.5%
CN(CCC#N)C(=O)COc1ccc(Br)cc1Cl	16%	5%	6%	20%[20 µM]	-18%	1.6	47	-6.0%	-0.1%	0.4%
COc1ccccc1C1c2ccc3ccccc3c2Oc2ncn(CCN(C)C)c(=N)c21 (stereo not drawn)	34%	19%	2%	-37%	-14%	6.6	76	-0.6%	0.3%	0.2%[50 µM]
O=C(Nc1ccccn1)c1ccc2c(c1)S(=O)(=O)c1ccccc1C2=O	-1%	10%	-4%	-6%	-34%	1.6	91	2.4%	-0.3%	0.4%
COc1c(OC)c(O)c2c(=O)cc(-c3c(O)cccc3O)oc2c1OC	-5%	6%	10%	-3%	2%	0.5	86	-2.2%	0.2%	-2.5%
COC(=O)C1CCN(Cc2cc(=O)oc3cc(OC)ccc23)CC1	5%	8%	-18%	-15%	-18%	-0.5	47	-3.5%	-0.2%	-0.1%
CC1CCc2sc(C(=O)Nc3nnc(SCc4ccc(F)cc4)s3)cc2C1 (stereo not drawn)	-6%	7%	-20%	-10%	-34%	2.0	62	-3.5%	-0.4%	0.5%
CCN(CC)C(=O)c1ccc(C(=O)c2ccccc2)cc1	7%	2%	-8%	2%	-20%	-0.1	36	-7.8%	-0.2%	0.0%[50 µM]
Cc1ccc(S(=O)(=O)NNc2nnc(C)c(=O)[nH]2)cc1	10%	7%	-7%	-10%	-15%	1.7	32	-4.1%	-0.2%	1.0%
O=C(CSc1ccc(Cl)cc1)N1N=CCC1c1ccccc1 (stereo not drawn)	1%	10%	3%	0%	-8%	0.9	51	5.0%	-0.3%	-1.4%

Given with bars between the fields: entries from further up
Compound | GPR55 LPI antagonism | MgcRacGAP inhibition | GPR35 arrestin U2OS | KOR beta-arrestin-1 | NOD1 NF-kB reporter | NTR1 ag | NTR1 ag cell count 20 µM | KOR beta-arrestin-2 | GPR55 activation | UTI89 phage lysis
CC1CCc2sc(C(=O)Nc3nnc(SCc4ccc(F)cc4)s3)cc2C1 (stereo not drawn) | -6% | 7% | -20% | -10% | -34% | 2.0 | 62 | -3.5% | -0.4% | 0.5%
CCOC(=O)C1CCN(S(=O)(=O)c2ccc3[nH]c(=O)ccc3c2)CC1 | -10% | 8% | -8% | -1%[20 µM] | 10% | 0.2 | 70 | -5.0% | -0.1% | -0.4%

Next compounds
SMILES	GPR55 LPI antagonism	MgcRacGAP inhibition	GPR35 arrestin U2OS	KOR beta-arrestin-1	NOD1 NF-kB reporter	NTR1 ag	NTR1 ag cell count 20 µM	KOR beta-arrestin-2	GPR55 activation	UTI89 phage lysis
CC(NC(=O)Nc1ccc(Cl)cc1)C1CCCO1 (stereo not drawn)	4%	7%	61%	-10%	-36%	-1.6	79	-7.3%	0.0%	0.0%
Cc1cc(SCC(=O)N/N=C/c2ccc(C(=O)O)cc2)nc2ccccc12	-2%	12%	1%	-4%	1%	-0.6	82	0.4%	-0.1%	0.1%
Brc1ccccc1OCCOCCOc1cccc2cccnc12	21%	8%	-11%	2%	-22%	1.6	69	-1.9%	-0.3%	-0.1%
CC(/C=C/c1ccco1)=N/NC(=O)c1ccccc1Cl	3%	1%	-6%	-53%	1%	-1.2	92	3.5%	-0.1%	-1.6%
Cn1c(=O)n(C)c2cc(NS(=O)(=O)c3ccc4c(c3)CCCC4)ccc21	2%	15%	4%	3%	35%	0.5	78	-4.4%	-0.1%	2.9%

Screens: PubChem, several laboratories
